Tb PYK inh – inhibitors of Trypanosoma brucei pyruvate kinase. Q57TT1. TbPYK enzyme, Kinase-Glo Plus ATP luminescence, 45 min. Potency, µM (top dose mostly 76.8 µM), without a hit: at the highest dose activity, negative = inhibition, usual class: inhibitors. actives 0.12% (n = 410,000). AID 624173; further: nearly all actives have a fitted effect of over 50% in size
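Enzyme and substrate buffer are dispensed first and compound is pin-transferred. ADP at 130 uM final then starts the reaction, which runs 45 min at room temperature. Detection reagent is added for 10 min before luminescence is imaged.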
HCV inh – blocks hepatitis C virus; Huh7.5.1 HCVcc-Cre infection, luciferase reporter, 44 h; Potency, µM (top dose mostly 41.8 µM), for inactives: at the top dose activity change, negative = inhibition, actives largely listed as inhibitors; actives 3.4% (n = 340,000)
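Antiviral activity was scored by luciferase reporter output from cells infected with HCVcc-Cre (~0.5 moi) in presence of compound, 44 h infection period, cells seeded 1,000/well 4 h prior.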
Active calls of the source: *; ? = inconclusive; & = joins results of further samples; [ ] = another dose, or the depositor's remark. The call rests on the fitted dose curve; in most records, active means well fitted curve in the direction sought with a large enough effect; inconclusive means small, poorly fitted or top-dose-only effect, or another doubt; inactive means no such curve, though single readings can be large; an effect the other way counts as inactive or inconclusive. On the % scale 0 is the no-effect control and ±100 the full control effect; potency means the concentration at half of the fitted maximal effect. Not all compounds are listed; count on the stated rates, not on these rows.

Start of the listing, in advance, 5 compounds:
SMILES	Tb PYK inh	HCV inh
CCN1C(=O)[C@H]2[C@H]3CN=C(SCc4ccc(OC)cc4)N3[C@@](CC)(C(=O)OC)[C@H]2C1=O	-3%	6%[8.37 µM]
CC1Cc2ccccc2N1C(=O)COC(=O)c1ccc([N+](=O)[O-])o1 (stereo unspecified)	-4%	-1%
Cc1cccc(C(=O)NC(C)C2CC3CCC2C3)c1 (stereo unspecified)	-2%	1%
COc1cccc(NC(=O)CN(C)C(=O)/C=C/c2cn(-c3ccccc3)nc2-c2ccc(OC)c(OC)c2)c1	-13%	?
Cc1cc(NC(=O)C(C)SCC(=O)N(C)Cc2c(F)cccc2Cl)no1 (stereo unspecified)	0%	-12%

The whole of this part (from the top)
SMILES	Tb PYK inh	HCV inh
CCN1C(=O)[C@H]2[C@H]3CN=C(SCc4ccc(OC)cc4)N3[C@@](CC)(C(=O)OC)[C@H]2C1=O	-3%	6%[8.37 µM]
CC1Cc2ccccc2N1C(=O)COC(=O)c1ccc([N+](=O)[O-])o1 (stereo unspecified)	-4%	-1%
Cc1cccc(C(=O)NC(C)C2CC3CCC2C3)c1 (stereo unspecified)	-2%	1%
COc1cccc(NC(=O)CN(C)C(=O)/C=C/c2cn(-c3ccccc3)nc2-c2ccc(OC)c(OC)c2)c1	-13%	?
Cc1cc(NC(=O)C(C)SCC(=O)N(C)Cc2c(F)cccc2Cl)no1 (stereo unspecified)	0%	-12%
CC(C)[C@H](NC(=O)c1cccc(CN(Cc2ccccc2)C(=O)c2ccccc2)c1)C(=O)O	3%	13%
O=C1CCN(Cc2ccc(Cl)cc2Cl)C(=O)N1	0%	7%
CC(C)(C)OC(=O)C[C@H]1C/C=C\C[C@H](CC(=O)N[C@H](CO)Cc2ccccc2)C(=O)N[C@H](C(C)(C)C)COC1=O	0%	16%
Cc1ccc(S(=O)(=O)NCC(=O)OCC(=O)N2CC(C)OC(C)C2)cc1 (stereo unspecified)	-6%	11%
NC(=O)C1CCN(c2oc(-c3cccs3)nc2S(=O)(=O)c2ccc(Cl)cc2)CC1	2%	8%

Sorted by count of non-hydrogen atoms (descending): some entries from above.
SMILES	Tb PYK inh	HCV inh
COc1cccc(NC(=O)CN(C)C(=O)/C=C/c2cn(-c3ccccc3)nc2-c2ccc(OC)c(OC)c2)c1	-13%	?
CC(C)[C@H](NC(=O)c1cccc(CN(Cc2ccccc2)C(=O)c2ccccc2)c1)C(=O)O	3%	13%
Cc1ccc(S(=O)(=O)NCC(=O)OCC(=O)N2CC(C)OC(C)C2)cc1 (stereo unspecified)	-6%	11%

Next section:
SMILES	Tb PYK inh	HCV inh
C=CCN(c1ccccc1OC)S(=O)(=O)c1cccc(C(=O)OCC(=O)c2c(N)n(C)c(=O)n(C)c2=O)c1	4%	?
COc1ccc(C(=O)NC(=O)CSc2n[nH]c(N)n2)cc1	-18%	6%
CCOC(=O)NC(=O)CSc1ccc(S(=O)(=O)N2CCCCC2)cn1	-10%	-1%
CN(C)c1ccc(S(=O)(=O)NCC(=O)N2CCN(S(=O)(=O)c3cccc(F)c3)CC2)cc1[N+](=O)[O-]	3%	-19%
COc1ccc(S(=O)(=O)Nc2cccc3c2O[C@H](CN(C)C(=O)NC2CCCCC2)[C@@H](C)CN([C@H](C)CO)C3=O)cc1	1%	?
CC[C@@]1(C(=O)OC)N[C@H](CN(C)S(=O)(=O)c2ccc(-c3ccccc3)cc2)[C@@H]2C(=O)N(Cc3ccccc3)C(=O)[C@@H]21	-2%	1%
C#CCOCCOCCOCCNc1nc(N2CCN(C(=O)C([C@@H](C)CC)n3cc(C(N)COC(=O)C(F)(F)F)nn3)CC2)nc(N2CCN(C(=O)[C@H](CCCCN)n3cc(C(N)[C@H](C)CC)nn3)CC2)n1 (stereo partly specified)	-1%	17%
COc1ccccc1N(CCC#N)C(=S)Nc1ccc(S(=O)(=O)N2CCOCC2)cc1	-4%	-8%
O=C(OC1CO[C@H]2O[C@@H]1[C@H](OC(=O)c1ccccc1)[C@H]2OC(=O)c1ccccc1)c1ccccc1 (stereo partly specified)	-3%	-8%
CN(CC(=O)Nc1ccc(F)c(F)c1F)C(=O)C1COc2ccccc2O1 (stereo unspecified)	-4%	7%

Of the compounds above, 2 have a nitro group on carbon.
SMILES	Tb PYK inh	HCV inh
CC1Cc2ccccc2N1C(=O)COC(=O)c1ccc([N+](=O)[O-])o1 (stereo unspecified)	-4%	-1%
CN(C)c1ccc(S(=O)(=O)NCC(=O)N2CCN(S(=O)(=O)c3cccc(F)c3)CC2)cc1[N+](=O)[O-]	3%	-19%

Next results follow.
SMILES	Tb PYK inh	HCV inh
COc1ccc(CNC(=O)Cn2cnc3c(SC)nc(N)nc32)cc1	1%	8.9µM*
CCN(C[C@H]1N[C@@](C)(C(=O)OC)[C@H]2C(=O)N(C)C(=O)[C@@H]12)C(=O)Nc1ccc(Cl)cc1	1%	11%
COc1ccccc1CNC(=O)C(NC(=O)C1CCCCC1)C(C)C (stereo unspecified)	-3%	3%
C#CCOCCOCCOCCNc1nc(N2CCN(C(=O)[C@H](CCCCN)n3cc([C@@H](N)C(C)CC)nn3)CC2)nc(N2CCN(C(=O)[C@H](Cc3cc4ccccc4[nH]3)n3cc([C@@H](N)C(C)CC)nn3)CC2)n1 (stereo partly specified)	-14%	-1%
COc1cccc(N2[C@@H](CC(=O)O)c3cc(C(F)(F)F)ccc3S2(=O)=O)c1	-10%	8%[8.37 µM]
COCOc1ccc(-c2cc(=O)c3c(O)cc(OCOC)cc3o2)cc1	3%	7%
OCCCn1c(CCNc2nc(-c3ccc(F)cc3)cs2)nc2cc(C(F)(F)F)ccc21	-5%	?
CCN(C(=O)CSc1nnc(-c2ccc(F)cc2)n1C)C1CCS(=O)(=O)C1 (stereo unspecified)	0%	-19%
O=C(NNC(=O)C1CC1)c1cc(=O)[nH]c2ccccc12	3%	17%
CC(=O)OCC1(O)CC23CCC4c5ccoc5CCC4(C)C2CCC1C3 (stereo unspecified)	0%	?
CCCC(=O)NC(C)c1nc(-c2ccc(C)cc2)no1 (stereo unspecified)	3%	-21%
CN(c1ccccc1)c1nccc(=O)[nH]1	2%	-17%
N#Cc1c(Br)n(C2OC(CO)C(O)C2O)c2ncnc(N)c12 (stereo unspecified)	0%	?
Cc1ccc(NS(=O)(=O)c2cccc(C(=O)Nc3cccnc3)c2)c(C)c1	-14%	?
CC1(c2nnc(-c3ccccc3)o2)CC(c2c(Cl)cccc2Cl)=NO1 (stereo unspecified)	2%	-25%[8.37 µM]
COc1ccc(C(=O)C2CC2)cc1	-2%	15%
COc1ccccc1C1=CC(=O)CCC1	-2%	1%
CC(C)[C@H](NS(=O)(=O)c1ccccc1)C(=O)Nc1ccccc1N1CCOCC1	-7%	0%
CC(C)(C)c1ccc(NC(=O)CSc2n[nH]c(=O)n2C2CC2)cc1	3%	?
CN1C(=O)C(N=Nc2ccc([N+](=O)[O-])cc2)SC1=S (stereo unspecified)	?	-5%
CO[C@H]1CC[C@@]2(C)[C@@H](CC[C@@H]3[C@@H]2CC[C@@]2(C)[C@H]3C[C@H](C(=O)O)O[C@]23CCCO3)C1	-4%	2%
O=C(CC(O)c1ccccc1)Nc1ccccn1 (stereo unspecified)	-3%	15%
ON=C1c2ccccc2-c2ccc(O)cc21	-11%	?
CC(NC(=O)CN1C(=O)NC2(CCCCC2)C1=O)c1ccc(S(N)(=O)=O)cc1 (stereo unspecified)	7%	-5%
C=C1C(=O)OC2CC3(C)OC3CCC(C)=CC(OC(C)=O)C12 (stereo unspecified)	-13%	?
CCOC(=O)c1cccc(NC(=O)c2c(O)[nH]c(=O)[nH]c2=O)c1	1%	16%
COc1ccc(C)cc1NC(=O)C1CCCCN1S(=O)(=O)c1ccccc1 (stereo unspecified)	0%	?
Cc1ccc(S(=O)(=O)Nc2cccc3c2O[C@H](CN(C)C(=O)Nc2cccc4ccccc24)[C@H](C)CN([C@H](C)CO)C3=O)cc1	-7%	-27%
CCOc1ccc(OCC(=O)OC(C)C(=O)NC2CCCC2)cc1 (stereo unspecified)	0%	2%
NC(=O)c1ccc(N2CCN(S(=O)(=O)c3cccs3)CC2)c([N+](=O)[O-])c1	0%	2.2µM*
C=CC[C@H](CC(=O)OC(C)(C)C)C(=O)OC[C@@H]1CCCN1C(=O)[C@@H](CC=C)CC(=O)NCCO	-9%	13%
COc1ccc(NC(=O)c2ccc(S(=O)(=O)N3CCCCC3)cc2)cc1OC	6%	?
Oc1c(Cl)c(Cl)c2ncccc2c1Cl	-10%	3%
C[C@@H]1CCCCCCCCC(=O)OCCN(C(=O)OC(C)(C)C)[C@H](C)CCCCCCCCC(=O)OCCN(C(=O)OC(C)(C)C)[C@H](C)CCCCCCCCC(=O)OCCN1C(=O)OC(C)(C)C	3%	15%
COC(=O)[C@@](C)(O)C1(C(=O)SC(C)(C)C)CC1	1%	20%
CCN(CC(=O)NCc1cccs1)C(=O)c1ccc(C)o1	0%	1%
O=C1c2cc(Br)ccc2N(Cc2ccc(Br)cc2)S(=O)(=O)C1c1cc(Cl)c(Cl)cc1[N+](=O)[O-] (stereo unspecified)	-5%	13%
C[C@@H]1CN([C@@H](C)CO)C(=O)c2cccc(NS(=O)(=O)c3ccc(F)cc3)c2O[C@H]1CN(C)C(=O)NC1CCCCC1	-11%	-10%
Cc1c(NS(=O)(=O)c2cccc(C(=O)Nc3ccc(SC(F)F)cc3)c2)c(=O)n(-c2ccccc2)n1C	1%	?
CCCSc1nc2c([nH]1)c(=O)n(C)c(=S)n2C	0%	2%
CCc1nnc(NC(=O)c2ccc3c(c2)C(=O)N(CC)C3=O)s1	0%	20%
CCN(CC)C(=O)[C@H]1C[C@H](CC(=O)NCCC2=CCCCC2)C(=O)N2CCc3c([nH]c4cc(CCC(=O)N(C)C)ccc34)[C@]12C	0%	-12%[8.37 µM]
CCOc1ccccc1Nc1nnc(SCC(=O)NC2CCS(=O)(=O)C2)s1 (stereo unspecified)	0%	-10%
O=C(Nc1ccc(NC(=S)NC(=O)c2ccccc2Cl)cc1)c1cccc(Cl)c1	-1%	25µM*
CCOc1ccc(C2=CC(c3ccccc3)n3ncnc3N2)cc1 (stereo unspecified)	-4%	-20%
COc1ccccc1CNCCS(=O)(=O)NCc1ccccc1	0%	-5%
Cn1cc(C(=O)C(=O)N2CCCCC2)c2ccccc21	-10%	12%
CC1(C)Oc2cc3oc(-c4cc(O)cc(O)c4)cc3cc2CC1O (stereo unspecified)	-6%	-61%
COc1ccc(S(=O)(=O)Nc2ccc3c(c2)C(=O)N([C@H](C)CO)C[C@H](C)[C@@H](CN(C)S(=O)(=O)c2cccs2)O3)cc1	2%	19%
CCOc1cc(C(=O)Nc2ccc(S(=O)(=O)Nc3onc(C)c3C)cc2)cc(OCC)c1OCC	5%	-12%

Single records, from the list above. Order of values: Tb PYK inh | HCV inh
Record of CCOc1ccc(C2=CC(c3ccccc3)n3ncnc3N2)cc1 (stereo unspecified) = -4% | -20%
Record of CCOc1ccccc1Nc1nnc(SCC(=O)NC2CCS(=O)(=O)C2)s1 (stereo unspecified) = 0% | -10%

(further entries)
SMILES	Tb PYK inh	HCV inh
Cn1c(OCc2ccc3c(c2)OCO3)nc2c1c(=O)n(Cc1cccc(Cl)c1)c(=O)n2C	-5%	14%
O=C(Cn1cnc2ccccc2c1=O)NNC(=O)c1ccccc1F	-1%	18%
Cc1noc(C)c1C(=O)OC(C)C(=O)NC(C)c1ccc(Cl)cc1Cl (stereo unspecified)	0%	12%
CN(Cc1ccccc1)S(=O)(=O)c1ccc(Cl)c(C(=O)NCCCN2CCCC2=O)c1	-7%	-16%
C=CC(=O)OCCO	1%	-4%
Cc1ccc(Cn2c(C3CCCN3c3nc(-c4ccc(F)cc4)cs3)nc3cc(Cl)c(Cl)cc32)cc1 (stereo unspecified)	-2%	10%
Cc1cc(C)cc(N(CCC#N)C(=O)CSc2nc3ccccc3c(=O)[nH]2)c1	-4%	-19%
CCOC(=O)C(C(=O)OCC)C(c1ccccc1)N1CCN(c2ccccc2)CC1 (stereo unspecified)	-5%	-11%
Cc1cc(C)c(C(=O)c2cccs2)c(C)c1	-1%	-7%
C[C@H]1NC(=O)[C@@]2(C)[C@H](c3ccccc3)[C@H]3COc4ccccc4[C@@H]3N2C1=O	-4%	-3%
COc1ccc(CCNC(=O)c2ccc(NC(=O)CC3SC(N4CCCC4)=NC3=O)cc2)cc1OC (stereo unspecified)	-8%	0%
CC(C)=CCC/C(C)=C/CNC(=O)C[C@H]1C[C@H](C(=O)N2CCCCC2)[C@@]2(CCc3ccccc3)c3[nH]c4ccc(Cl)cc4c3CCN2C1=O	-2%	-27%
C[C@H]1Oc2ccccc2C(=O)C1C(=O)c1ccccc1 (stereo partly specified)	4%	-4%
CC(C)(C)OC(=O)N1CCCC(C(=O)Nc2cccc(C(=O)N3CCOCC3)c2)C1 (stereo unspecified)	0%	?
C=CCNC(=O)C1CC1(c1cccc(C)c1)c1cccc(C)c1 (stereo unspecified)	-2%	22%
CCC(C)Sc1ccc(-c2nc3cc(C)ccn3c2NC2CCCCC2)cc1 (stereo unspecified)	-1%&5%	?
CC(C)NC(=O)Nc1cccc2c1O[C@H](CN(C)C(=O)NC1CCCCC1)[C@@H](C)CN([C@H](C)CO)C2=O	7%	30%[activator]
O=C(C1CC(=O)N(c2ccc3c(c2)OCCO3)C1)N1CCN(S(=O)(=O)c2cccc(F)c2)CC1 (stereo unspecified)	0%	3%
COc1ccc(Cl)cc1-c1nc(SCC(=O)NC2CCCC2)n[nH]1	-4%	6%
CCOC(=O)c1c(-c2ccccc2)csc1NC(=O)/C(C#N)=C\c1ccc(O)c(OC)c1	-5%	?
O=C(COC(=O)c1ccc(Br)c(S(=O)(=O)N2CCOCC2)c1)NCCc1ccccc1	5%	5%
